Screening results (PubChem)
NCI-60 one-dose screen, 48 h, at 10 µM unless noted. Numbers give growth in % (100 = growth as untreated, 0 = no growth, -100 = all killed).
SF-268: SF-268 CNS cancer cells; actives 3.1% (n = 82,000)
PC-3: PC-3 prostate cancer cells. actives 3.9% (n = 80,000)
OVCAR-8: OVCAR-8 ovarian cancer | actives 4.4% (n = 81,000) | AID 1794782
OVCAR-4: OVCAR-4 ovarian cancer cells; actives 3.7% (n = 80,000); AID 1794784
OVCAR-3: OVCAR-3 ovarian cancer; actives 7% (n = 79,000)
U251: U251 CNS tumor cells. actives 5.4% (n = 80,000)
DU-145: DU-145 prostate cancer; actives 4.2% (n = 81,000); AID 1794760
OVCAR-5: OVCAR-5 ovarian cancer. AID 1794783. actives 2.9% (n = 82,000)
SK-OV-3: SK-OV-3 ovarian cancer cells. actives 3.2% (n = 80,000)
* hit, by the source's call; / = no result given; & = joins results of further samples. Rule for the calls: active = growth percent below 10; inactive = the rest.

The first six entries (preview)
SMILES	SF-268	PC-3	OVCAR-8	OVCAR-4	OVCAR-3	U251	DU-145	OVCAR-5	SK-OV-3
CCOC(OCC)c1nc(N)nc(N)c1-c1ccc(Cl)cc1	115.2	95.0	103.3	103.8	115.8	101.8	116.3	106.2	99.5
O=C1/C(=C/c2ccc([N+](=O)[O-])cc2)Sc2ccc(F)cc21	89.6	93.2	99.4	88.0	108.0	99.9	106.7	93.4	88.8
CCc1ccc(-c2cc(-c3ccccc3)n(-c3ccc(S(N)(=O)=O)cc3)n2)cc1	103.9	84.0	93.0	95.8	108.5	94.1	101.4	100.4	102.8
CCC(=O)Oc1ccc(/C(=C(/C)Cc2ccc(OC)cc2)c2ccc(OCCCN(C)C)cc2)cc1	101.9	106.1	104.5	109.3	111.2	98.3	116.8	113.4	124.0
C=C(c1ccc(Cl)cc1)c1ccccc1Cl	104.0	97.7	104.1	/	105.8	103.1	108.4	98.8	104.3
CC(C)CC(=O)c1ccccc1O	100.9	92.7	100.5	95.1	105.6	100.3	104.9	95.1	110.6

The list itself, from the first entry:
SMILES	SF-268	PC-3	OVCAR-8	OVCAR-4	OVCAR-3	U251	DU-145	OVCAR-5	SK-OV-3
CCOC(OCC)c1nc(N)nc(N)c1-c1ccc(Cl)cc1	115.2	95.0	103.3	103.8	115.8	101.8	116.3	106.2	99.5
O=C1/C(=C/c2ccc([N+](=O)[O-])cc2)Sc2ccc(F)cc21	89.6	93.2	99.4	88.0	108.0	99.9	106.7	93.4	88.8
CCc1ccc(-c2cc(-c3ccccc3)n(-c3ccc(S(N)(=O)=O)cc3)n2)cc1	103.9	84.0	93.0	95.8	108.5	94.1	101.4	100.4	102.8
CCC(=O)Oc1ccc(/C(=C(/C)Cc2ccc(OC)cc2)c2ccc(OCCCN(C)C)cc2)cc1	101.9	106.1	104.5	109.3	111.2	98.3	116.8	113.4	124.0
C=C(c1ccc(Cl)cc1)c1ccccc1Cl	104.0	97.7	104.1	/	105.8	103.1	108.4	98.8	104.3
CC(C)CC(=O)c1ccccc1O	100.9	92.7	100.5	95.1	105.6	100.3	104.9	95.1	110.6
CCC(CC)(C(=O)Nc1ccc2nc(C)cc(N)c2c1)C(=O)Nc1ccc2nc(C)cc(N)c2c1	99.2	96.1	103.0	125.1	106.0	107.8	101.4	98.4	103.0
Cc1ccc(NC(=O)N2CCOCC2)cc1NC(=O)N1CCOCC1	111.9	101.3	94.1	87.5	118.7	99.8	122.4	91.6	100.9
COc1ccc(NC(=O)C2=C(C)Nc3ncnn3C2c2ccccc2Cl)cc1 (stereo not given)	115.7	95.9	102.8	/	114.2	101.1	116.3	106.4	105.5
NC(=O)CC[C@H](N)C(=O)O	105.7&108.8	90.5&91.8	104.7&94.0	112.7&109.2	104.7&108.6	99.5&93.8	101.3&135.3	102.9&108.2	104.6&90.6
Cc1ccc(S(=O)(=O)N2CCc3c([nH]c4ccccc34)C2c2cc(=O)oc3ccc(Cl)cc23)cc1 (stereo not given)	95.1	59.4	84.4	76.0	95.6	87.6	94.9	98.9	84.6
O=c1cc(COc2ccc(N=Cc3ccccn3)cc2)c2cc(Cl)ccc2o1	87.8	88.0	/	95.0	87.3	100.5	92.6	106.4	98.5
CC(C)(C)OC(=O)Nc1ccc2c(c1)C(NC(=O)Nc1cccc(C#N)c1)CC(C)(C)O2 (stereo not given)	53.4	30.5	45.6	38.6	48.0	32.7	71.6	87.6	58.0
COc1cc(OC)c2c(=O)cc(-c3cccnc3)oc2c1	97.7	86.1	101.4	105.0	96.6	102.0	102.1	90.1	104.5
Cc1ccc(S(=O)(=O)/C(=C\c2ccc(Cl)cc2)C(=O)c2ccc(-c3ccccc3)cc2)cc1	110.3	100.1	108.8	101.4	118.6	99.8	116.4	103.4	100.9
COc1ccccc1/C=N/NC(N)=O	101.7	96.5	102.9	108.1	109.0	97.5	105.9	108.4	110.9
O=c1n(CCCCn2cnn(-c3ccccc3)c2=O)cnn1-c1ccccc1	97.3	84.7	93.5	101.5	112.9	106.7	110.3	96.9	94.4
Oc1cccc(-c2nc(-c3nnc(Nc4ccc(Br)cc4)o3)cc3c2[nH]c2ccccc23)c1	70.2	44.2	48.5	101.1	80.1	61.1	68.0	118.4	100.2
C=CCn1c2c(c3ccccc31)CC1CN(Cc3ccco3)C(=O)C1C2C(=O)O (stereo not given)	94.1	98.2	100.1	97.5	104.5	101.1	104.2	104.1	107.8
NC(=O)N1c2ccccc2C=Cc2ccccc21	108.3&95.1	96.9&92.9	102.9&104.7	94.1&111.7	96.2&107.7	99.6&100.7	106.5&110.1	82.1&102.4	96.0
CCN(CC)CCCC#CCN1CCCC1	107.2	92.6	97.7	/	117.0	96.3	112.6	88.7	99.3
CC(C)N1Cc2ccc([nH]2)CN(C(C)C)C1	89.3	79.2	93.0	99.8	109.2	95.5	38.4	91.6	/
S=c1[nH]nc(-c2ccc(Cl)cc2)s1	95.3	100.4	105.6	115.3	105.8	93.1	105.9	110.6	100.8
COc1ccc(/C=C/C(=O)c2cccc(NC(=O)CSc3nc4ccccc4c(=O)n3-c3ccccc3)c2)cc1OC	94.6	97.0	102.4	98.8	/	100.6	104.7	110.8	120.1
Nc1ccc(OCC(=O)O)cc1	104.9	94.6	100.6	96.8	108.9	96.1	104.9	105.4	98.1

Following part:
SMILES	SF-268	PC-3	OVCAR-8	OVCAR-4	OVCAR-3	U251	DU-145	OVCAR-5	SK-OV-3
O=C(NNC(=O)c1ccc(Cl)cc1)c1ccc(Cl)cc1	103.8	97.5	111.6	122.0	124.9	101.2	116.7	90.5	106.0
CC(C)(C)NC[C@H](O)c1ccc(O)c(CO)c1	92.6	/	100.8	97.4	102.2	75.8	/	127.6	102.4
NC1CCN(c2nc(Nc3cccc(C(F)(F)F)c3)c3c(=O)[nH]ccc3n2)CC1	-46.2*	19.3	-44.7*	-49.7*	-72.2*	-82.1*	7.3*	14.9	-76.1*
CN1CCc2c(sc3nc(-c4ccccc4)[nH]c(=O)c23)C1	101.1	108.3	104.2	100.8	116.9	106.5	102.5	97.6	89.3
CC(C)(OC(=O)c1ccccc1)C(Br)CBr (stereo not given)	102.7	81.4	100.6	104.9	108.5	91.9	118.0	98.9	84.7
Nc1ccc(-c2cccs2)cc1NC(=O)c1ccc(CCCC(=O)Nc2ccc(C3CC3N)cc2)cc1 (stereo not given)	103.8	/	44.9	93.0	63.0	7.0*	84.6	86.2	68.0
O=C1/C(=C/C2=Cc3ccccc3OC2)SC(=S)N1c1ccc(O)cc1	98.1	74.5	99.2	101.8	99.6	/	106.8	95.8	67.6
Nc1ccc(-c2csc(-c3ccc(Br)cc3)n2)cc1	110.9	102.3	102.7	90.0	118.8	/	117.2	90.0	102.2
CSc1nncc(-c2ccccc2)n1	97.1	98.3	94.9	110.6	102.5	96.9	98.6	86.3	97.6
c1cc(C2=NCCN2)ccc1OCCSCCOc1ccc(C2=NCCN2)cc1	90.3	78.8	85.4	78.3	79.9	70.5	92.5	86.0	91.2
CCOC(=O)c1cc(C(=O)c2cc(OC)c(OC)c(OC)c2)n2c1ccc1c3cccnc3ccc12	69.9	63.9	56.2	89.7	61.5	51.0	89.3	91.9	78.1
COc1ccc(NC(=O)c2cc(-c3cccc(Cl)c3)no2)cc1	84.7	95.4	97.2	113.7	114.4	105.3	95.1	96.5	97.9
CCCC1(C(OC)OC)NC(=O)N(C)C1=O (stereo not given)	100.1	94.0	105.3	102.8	107.6	101.2	106.3	99.9	100.8
Nc1ccc(CC(=O)O)c(N)c1	94.0	100.9	105.9	98.6	97.2	101.4	/	96.1	93.0
CC(C)C(=O)Nc1cc(-c2ccc(C#N)n2C)ccc1F	98.3	100.5	104.5	101.6	107.3	108.9	102.7	97.9	106.0
Cn1c2ccc(Br)cc2c2c3c(c4c5cc(F)ccc5oc4c21)C(=O)NC3=O	101.2	91.6	96.4	96.6	107.8	98.7	104.9	109.6	105.2
O=C(O)C(O)C(O)C(=O)O.[NH-]C1CCCCC1[NH-].[Pt+2] (stereo not given)	/	105.8	/	105.6	107.0	/	107.0	108.0	105.0
CCN(CC)CCO/N=C1\CC(c2ccc(OC)c(OC)c2)Oc2ccccc21 (stereo not given)	99.3	83.0	101.9	96.5	111.4	93.6	105.0	95.4	96.5
Cc1ccc(C(=O)N/N=C/c2ccc3c(c2)OCO3)cc1	96.0	82.8	101.8	99.5	115.5	100.5	111.8	103.4	93.4
COc1cc(F)ccc1/C=C/C(=O)/C=C(O)/C=C/c1ccc(F)cc1OC	100.1	103.8	97.6	109.6	108.6	86.6	116.8	94.5	104.3
Cc1nc(NCc2ccco2)c2cn[nH]c2n1	100.5	94.3	96.7	89.9	107.0	95.3	111.3	111.2	94.4
Cc1ccc(C(=O)NNc2nccc(Nc3ccc(S(=O)(=O)Nc4ccncc4)cc3)n2)cc1	94.5	95.3	109.1	104.1	102.4	103.5	104.7	96.9	111.7
O=C(/C=C/c1ccccn1)c1ccc(OCc2nnc(-c3ccc(Cl)cc3)o2)cc1	28.6	58.9	20.8	31.0	18.6	/	23.8	89.6	26.8
CCc1cc(C(C)(C)C)cc(C(C)(C)C)c1O	102.9	96.7	99.3	103.3	110.8	100.9	104.4	104.2	100.7
CCOC(=O)c1sc(Nc2cccc(Nc3nc(C)c(C(=O)OCC)s3)c2)nc1C	98.6	79.8	78.8	88.2	/	96.5	89.8	92.9	89.3

Next part.
SMILES	SF-268	PC-3	OVCAR-8	OVCAR-4	OVCAR-3	U251	DU-145	OVCAR-5	SK-OV-3
COc1ccc(/C=N/NC(=O)c2c(Nc3ccccc3)nn(CC(O)c3ccccc3)c2N)cc1 (stereo not given)	96.2	88.5	98.9	95.7	/	100.6	103.2	98.2	98.5
CC(=O)Oc1ccccc1C(=O)O	103.2&104.4&110.0	98.5&98.1&97.6	109.2&100.0&116.9	104.3&101.2&105.9	109.7&112.4&104.1	96.4&95.3&109.5	108.1&120.6&113.6	97.4&101.1&98.2	109.0&113.8
CCCN1C(=O)CCC1=O	105.3	107.1	107.0	104.3	110.0	98.8	104.5	96.2	113.8
CC(C)Sc1nc(-c2ccc(F)cc2)c(C#N)c(N2CCCCC2)n1	117.7	108.7	104.6	97.8	136.5	100.2	119.5	104.9	106.1
C/C(=N/Nc1ccc([N+](=O)[O-])cc1[N+](=O)[O-])C(C)(C)C	92.6	91.4	104.3	94.7	101.9	101.6	105.4	98.4	110.1
COc1ccc(-c2cc(-c3ccc(Cl)cc3)nc3nc(NC(C)=O)nn23)cc1	105.4	105.5	97.9	103.0	133.6	97.0	113.4	106.4	112.1
Cc1nc2ccccc2c(/C=C/c2ccccc2)c1C(N)=O	94.5	103.3	107.5	102.2	110.8	99.9	103.8	105.6	114.0
N#CCCNCc1ccccc1	117.2	88.5	105.4	91.0	116.3	102.5	109.2	102.4	108.0
O=C(NCc1ccccc1)c1cccc(Cl)c1	105.1	101.9	99.6	107.7	113.4	91.9	108.0	104.4	121.8
c1ccc(C2=Nc3ccccc3N=C(c3ccccc3)c3ccccc32)cc1	108.7	90.9	111.8	111.1	100.4	107.0	108.7	100.9	99.2
COc1cccc(/C=C/C(=O)c2ccc(NC(=O)c3cc4cc5cc(OC)ccc5nc4s3)cc2)c1	101.6	100.1	104.0	97.0	96.2	105.1	110.4	123.1	112.2
N#C/C(=C\c1cccc2cnccc12)n1nnc2cc(F)c(F)cc21	78.9	63.6	64.4	46.1	23.3	84.1	27.8	86.6	88.3
CCCCCCCCCCCC(=O)NCC(=O)O	97.2	115.6	97.7	108.0	111.4	93.7	117.4	142.4	114.5
Nc1nc(F)nc2c1ncn2[C@@H]1O[C@H](COP(=O)(O)O)[C@@H](O)[C@@H]1O	113.2	59.1	30.5	98.1	98.8	98.3	67.0	106.7	57.7
O=C(/C=C/C12c3ccccc3C(c3ccccc31)C1C(=O)NC(=O)C12)c1ccncc1 (stereo not given)	10.2	20.8	1.8*	31.8	4.8*	7.8*	13.0	13.7	71.8
CC(C)(C)n1cc(-c2ccnc(NCCCNS(=O)(=O)c3cccc(F)c3)c2)c(-c2ccccc2)n1	92.3	43.9	78.0	80.0	86.6	74.0	87.3	89.7	95.3
O=C1C=CC(=O)N1c1nccs1	102.2	97.0	106.2	110.3	106.1	112.2	108.2	98.0	111.4
Cc1ccc(/C=N/N2C(=O)c3ccccc3C2=O)cc1	109.9	99.7	104.4	103.3	114.8	100.8	115.1	99.3	111.5
C=C(C)[C@@H]1CC[C@]2(C(=O)N3CCN(C)CC3)CC[C@]3(C)[C@H](CC[C@@H]4[C@@]5(C)C/C(=C/c6ccc(C(F)(F)F)cc6)C(=O)C(C)(C)[C@@H]5CC[C@]43C)[C@@H]12	92.8	78.8	97.4	102.8	103.3	87.1	103.9	94.9	101.5
Cc1c(Cl)cccc1NC(=O)OC(C)C	105.7	91.7	103.7	105.0	115.2	100.5	109.9	107.4	114.4
COc1ccc(-c2csc(NC(=O)CN3CCN(c4cc(=O)n(-c5ccccc5)c5ccccc45)CC3)n2)cc1	87.6	72.5	84.5	29.6	82.9	93.8	94.7	103.0	94.3
N#CC1=C(n2cccc2)OC2=C(C(=O)CCC2)C1c1cccs1 (stereo not given)	72.6	66.0	66.3	50.4	62.7	64.6	60.1	104.3	84.7
